Compound activity as filed in PubChem BioAssay.
S100A4 MyoIIA: S100A4-myosin IIA interaction inhibition. P26447. S100A4/TAMRA-MyoIIA peptide fluorescence polarization. inhibition, % at 10.7 µM. 0.14% of 360,000 active. AID 652163;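 active means mean inhibition of at least 70% across replicates, with every replicate also reaching that level; inconclusive means mean inhibition reaches 70% but some replicates fall short; inactive means mean inhibition below 70%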
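Material: S100A4 monomer (human). Medium: Calcium-containing HEPES buffer, pH 7.2. Probe or stimulus: labelled myosin peptide probe, 5 nM. Compound dosing: one concentration per compound. Timing: polarization read 5 min after assay mix addition, stable 5–60 min. Benchmarks: DMSO as neutral control, TFP as positive control.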
SIRT5 block: inhibitors of human sirtuin-5 desuccinylase | 1.1% of 330,000 active | AID 652115 | inhibition, % at 15 µM | Purified SirT5, succinyl-peptide AMC, trypsin-coupled fluorescence | Q9NXA8; in the data active means inhibition above about 15%; inconclusive means no clear call, values can overlap the other calls
C2C12 statin: suppression of simvastatin myotoxicity; C2C12 myotubes + simvastatin, ATP luminescence, 48 h; scaled: DMSO 0, geranylgeraniol control 100; rescue of ATP level, % at 7.49 µM; 0.78% of 330,000 active; AID 602340;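 active means mean ATP rescue above about 67%, or every replicate alone reaching that limit, limit read from the data, passing the limit was not always enough; inconclusive means no clear call, values can overlap the other calls; inactive means mean under the limit and some replicate under it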;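 further: myotubes were challenged with 10 µM simvastatin during compound exposure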
DENV2 CPE: inhibitors of DENV2 cytopathic effect; DENV2-infected cells, cytopathic effect rescue, plate reader; CPE inhibition, % at 9.99 µM; 1.7% of 350,000 active; AID 651640; in the data active means CPE inhibition above about 20%, passing the limit was not always enough; inconclusive means no clear call, values can overlap the other calls; tested in BHK-21 cells;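 further: 0% = median of neutral control wells and 100% = median of positive control wells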
PglD DTNB: blocks C. jejuni PglD acetyltransferase activity; purified PglD enzyme, DTNB colorimetric CoA detection; inhibition, % at 12.5 µM; 0.098% of 360,000 active; AID 602405; in the data active means inhibition above about 16%, passing the limit was not always enough; inconclusive means no clear call, values can overlap the other calls; further: strong numbers were not always called active
ERp5 inh: ERp5 (human) disulfide isomerase inhibition | Q15084 | ERp5 insulin aggregation, absorbance 650 nm, 90 min | inhibition, % at 9.99 µM | 0.05% of 350,000 active;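 active means mean replicate inhibition above about 25%, with every replicate also reaching it, limit read from the data, passing the limit was not always enough; inconclusive means only one of those two criteria met; inactive means neither criterion met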
Target sequence (Q15084 whole entry, looked up): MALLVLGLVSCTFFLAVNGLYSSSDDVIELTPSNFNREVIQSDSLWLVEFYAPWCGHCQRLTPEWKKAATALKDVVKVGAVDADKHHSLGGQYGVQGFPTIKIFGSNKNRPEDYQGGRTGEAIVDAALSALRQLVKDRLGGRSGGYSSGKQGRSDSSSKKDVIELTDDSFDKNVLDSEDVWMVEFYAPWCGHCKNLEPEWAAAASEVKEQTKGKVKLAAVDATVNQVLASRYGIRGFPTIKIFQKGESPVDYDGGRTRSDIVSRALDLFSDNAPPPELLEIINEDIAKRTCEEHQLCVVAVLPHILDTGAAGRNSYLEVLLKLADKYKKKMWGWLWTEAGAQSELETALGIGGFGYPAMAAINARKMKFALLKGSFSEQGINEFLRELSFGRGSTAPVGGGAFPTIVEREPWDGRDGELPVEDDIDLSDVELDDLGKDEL
E-selectin induc: E-selectin induction on HUVECs | HUVEC E-selectin immunofluorescence imaging; normalized: neutral wells 0, TNF-alpha wells 100 | activation, % at 7.58 µM | 0.37% of 260,000 active | AID 686992;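 active means mean E-selectin-positive cell signal at least 10% of the positive control, reached in at least 60% of replicates, without over 20% cell loss; inconclusive means no rule given, readout overlaps actives, possibly toxicity-flagged; inactive means the rest, including those meeting only one limit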;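 further: in these data hits start at about 27%; measured in HUVEC primary endothelial cells; signal is the percent of cells scored E-selectin positive by PE staining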
Target sequence (P16581 whole entry, looked up): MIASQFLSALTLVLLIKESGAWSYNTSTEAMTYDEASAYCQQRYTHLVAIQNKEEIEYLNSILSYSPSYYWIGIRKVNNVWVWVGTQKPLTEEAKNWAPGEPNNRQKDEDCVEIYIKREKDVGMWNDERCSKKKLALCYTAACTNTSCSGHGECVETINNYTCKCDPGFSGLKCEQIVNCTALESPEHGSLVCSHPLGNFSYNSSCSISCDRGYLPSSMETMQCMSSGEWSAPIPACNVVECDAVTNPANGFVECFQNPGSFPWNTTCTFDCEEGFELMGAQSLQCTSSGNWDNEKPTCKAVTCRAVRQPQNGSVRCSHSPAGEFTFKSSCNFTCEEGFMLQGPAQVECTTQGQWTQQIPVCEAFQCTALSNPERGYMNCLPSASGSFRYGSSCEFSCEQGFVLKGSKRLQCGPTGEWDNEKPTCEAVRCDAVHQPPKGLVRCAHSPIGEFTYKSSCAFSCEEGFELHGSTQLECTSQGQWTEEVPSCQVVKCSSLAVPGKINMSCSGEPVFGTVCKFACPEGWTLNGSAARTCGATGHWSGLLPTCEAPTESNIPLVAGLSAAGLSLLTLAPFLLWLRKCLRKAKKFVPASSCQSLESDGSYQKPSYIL
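Assay system: HUVEC primary endothelial cells. Input: 3,000 HUVEC seeded per well. Doses: one compound dose added by pin transfer. Read-out basis: % PE-positive cells. Benchmarks: TNF-alpha high, DMSO low. Detection: immunofluorescence imaging. Buffer or medium: EGM-2, gelatin.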
* = called active by the depositor; ? = inconclusive; . = no result given; & = joins results of further samples; ! = not active in a repeat. This is a subset. The share of hits here may be higher or lower than overall.

SMILES | S100A4 MyoIIA | SIRT5 block | C2C12 statin | DENV2 CPE | PglD DTNB | ERp5 inh | E-selectin induc
CCOc1ccc(NS(=O)(=O)c2ccc(C(=O)NCC3(N4CCCCC4)CCCCC3)cc2)cc1 | 2 | 0 | -12 | -2 | -1 | -1 | 0.1
COCC(=O)N1CC(=O)N2[C@@H](CO)[C@H](c3ccc(C#Cc4cccc(OC)c4)cc3)[C@@H]2C1 | 6 | -2 | . | 12 | . | -8 | 0.0
CC1CCN(CC(CS(=O)(=O)c2ccc([N+](=O)[O-])cc2)N2CCC(C)CC2)CC1 (centres undefined) | -6 | 2 | 44 | 13 | 5 | -3 | -0.2
C=CCn1nc2ccccc2c1OCCO | 2 | -6 | 11 | -18 | 0 | 3 | 0.1
CCOC(=O)c1ccc(NC2c3ccccc3C(=O)N2c2ccccn2)cc1 (centres undefined) | 1 | -3 | 3 | 16 | 3 | -5 | 0.6
COc1cccc(OCc2cc(C(=O)N(C)C3CCCCC3)no2)c1 | -4 | -1 | 10 | ? | 5 | -2 | .
CCN(CC)CCN(Cc1cc2cc3c(cc2[nH]c1=O)OCCO3)C(=S)NCCOC | -16 | -8 | 3 | 1 | -3 | 2 | 0.0
CCNC(=O)Nc1ccc2c(c1)C(=O)N(C)[C@@H]1CC[C@@H](CC(=O)NCC3CCCCC3)O[C@H]1CO2 | 5 | 3 | 0 | 13 | 1 | 1 | 0.0
NC(=O)c1ccc(NC(=O)CN2CCN(Cc3ccccc3)CC2)cc1 | -4 | -1 | 5 | -1 | 10 | 5 | 0.4
CN(c1ccccc1N(C)S(=O)(=O)c1ccccc1)S(=O)(=O)c1ccccc1 | 4 | -4 | -1 | 2 | -4 | -4 | 0.2
C=C(C)CNC(=O)CCc1nnc(C2(c3ccc(Cl)cc3)CCC2)o1 | 6 | -4 | . | -5 | . | -2 | 0.5
O=C(O)CN1C(=O)/C(=C\c2cccc(OCc3ccc(Cl)cc3)c2)SC1=S | -7 | 9 | -15 | -4 | -3 | 5 | 1.3
O=C1CC(c2ccccc2)Sc2nc3ccccc3n21 (centres undefined) | 1 | 2 | . | -3 | . | 4 | 0.1
CC(=O)N1CCN(CC(=O)Nc2ccccc2C(=O)NCc2ccc(C)cc2)CC1 | -1 | -2 | 2 | -7 | 1 | 1 | 0.0
NNC(=O)CN1C(CN2CCOCC2)=Nc2ccc(Br)cc2C1c1ccccc1 (centres undefined) | -19 | -1 | 9 | 7 | . | -5 | .
Cc1ccc(C)c(CNS(=O)(=O)c2c(C(=O)N3CCCC3)c(C)n(C)c2C)c1 | 1 | -1 | -3 | 6 | 1 | -1 | .
CCOc1ccc(C(=O)NC(C)(C)CC)cc1 | 0 | -4 | . | -1 | . | 1 | .
CCN(CC)C(=O)CN1CCN(c2ccccc2F)CC1 | 3 | 0 | -26 | . | 2 | 4 | .
O=C(Cn1ccnc1)c1ccc(Cl)cc1 | -4 | -4 | -3 | 2 | -3 | -3 | 0.4
Cc1c(C(=O)N2CCCCCC2)c(S(=O)(=O)Nc2cccc(F)c2)c(C)n1C | -2 | -2 | 7 | -4 | -5 | -2 | 0.9

Sorted by count of non-hydrogen atoms (smallest number first): nine of the compounds above
SMILES | S100A4 MyoIIA | SIRT5 block | C2C12 statin | DENV2 CPE | PglD DTNB | ERp5 inh | E-selectin induc
CCOc1ccc(C(=O)NC(C)(C)CC)cc1 | 0 | -4 | . | -1 | . | 1 | .
O=C1CC(c2ccccc2)Sc2nc3ccccc3n21 (centres undefined) | 1 | 2 | . | -3 | . | 4 | 0.1
CCN(CC)C(=O)CN1CCN(c2ccccc2F)CC1 | 3 | 0 | -26 | . | 2 | 4 | .
C=C(C)CNC(=O)CCc1nnc(C2(c3ccc(Cl)cc3)CCC2)o1 | 6 | -4 | . | -5 | . | -2 | 0.5
NC(=O)c1ccc(NC(=O)CN2CCN(Cc3ccccc3)CC2)cc1 | -4 | -1 | 5 | -1 | 10 | 5 | 0.4
O=C(O)CN1C(=O)/C(=C\c2cccc(OCc3ccc(Cl)cc3)c2)SC1=S | -7 | 9 | -15 | -4 | -3 | 5 | 1.3
Cc1c(C(=O)N2CCCCCC2)c(S(=O)(=O)Nc2cccc(F)c2)c(C)n1C | -2 | -2 | 7 | -4 | -5 | -2 | 0.9
NNC(=O)CN1C(CN2CCOCC2)=Nc2ccc(Br)cc2C1c1ccccc1 (centres undefined) | -19 | -1 | 9 | 7 | . | -5 | .
CC(=O)N1CCN(CC(=O)Nc2ccccc2C(=O)NCc2ccc(C)cc2)CC1 | -1 | -2 | 2 | -7 | 1 | 1 | 0.0

More structures:
SMILES | S100A4 MyoIIA | SIRT5 block | C2C12 statin | DENV2 CPE | PglD DTNB | ERp5 inh | E-selectin induc
Cc1ccccc1NC(=O)Cn1nnc(C(=O)NCc2ccco2)c1N | 1 | -2 | -5 | 2 | . | -3 | -6.1
C[C@@H]1CCCCO[C@H](CN(C)C(=O)Nc2ccc(F)cc2)[C@H](C)CN([C@H](C)CO)C(=O)c2cc(NC(=O)C3CCCCC3)ccc2O1 | -7 | 8 | . | -4 | 1 | -1 | 0.4
CC(=O)Oc1ccc(C(=O)[C@H]2[C@H]3C(=O)N(c4ccc(C)cc4)C(=O)[C@H]3[C@@H]3C=CC=NN32)cc1 | -17 | -1 | -1 | -5 | -1 | -3 | .
COc1cccc(Cn2cc(-c3cccc(C(F)(F)F)c3)nn2)c1 | 2 | -4 | -4 | . | -5 | 9 | -0.1
CCc1ccccc1Nc1ncnc2ccccc12 | -6 | -2 | 14 | -6 | -2 | 3 | 0.1
C[C@@H]1CN([C@@H](C)CO)C(=O)c2cc(NC(=O)C3CCCCC3)ccc2O[C@@H](C)CCCCO[C@@H]1CN(C)Cc1ccncc1 | 55&14&3 | -10&5&4 | 1&-19 | ? | 3&0&8 | 2&10&2 | -0.1&-0.2
CN(C)c1ccc(CNC(=O)CCc2ccc(S(=O)(=O)N3CCCCCC3)cc2)cc1 | -1 | -4 | 5 | -4 | -2 | 20 | 0.1
CC(C)C#Cc1ccc([C@H]2[C@@H](C#N)N(C(=O)c3cccc(F)c3)[C@H]2CO)cc1 | -10 | 0 | 4 | 3 | -4 | 2 | -0.4
CN(C)CCNC(=O)Nc1ccc(F)cc1F | -7 | -1 | -13 | 9 | -1 | 0 | -0.1
Cn1nc(SCc2ccccc2)c(=O)[nH]c1=O | -2 | . | -1 | -4 | -1 | 4 | 0.9
Cc1noc(C)c1NC(=O)Nc1ccc2c(c1)C(=O)N([C@@H](C)CO)C[C@@H](C)[C@H](CN(C)S(=O)(=O)c1cccs1)OCCCC[C@@H](C)O2 | -26 | -2 | 41 | 4 | -2 | 2 | 0.5
CCCCCCCCN1C(=O)[C@H](CC(=O)NCCC(C)C)C[C@@]2(C(=O)OC)CC(C)(C)CC=C12 | 4 | 0 | . | 18 | . | 1 | -0.4
Brc1ccccc1CN1CCC(Cc2ccccc2)CC1 | -29 | -5 | 8 | 7 | 5 | 2 | 2.8
Cc1cc2ncn(S(=O)(=O)c3ccc(F)cc3)c2cc1C | -1 | -2 | 3 | -2 | 4 | 2 | .
O=C(N/C(=C/c1ccccc1)C(=O)N1CCOCC1)c1ccc([N+](=O)[O-])cc1 | -3 | 14 | 15 | . | -2 | 3 | .
Cc1ccc(-c2n[nH]c3c2C(c2cccc(O)c2)N(c2ccc(C(=O)O)cc2)C3=O)cc1 (centres undefined) | -2 | -7 | . | 2 | . | 9 | -0.1
COc1ccccc1-c1ccc([C@@H]2[C@@H](C#N)N(C(=O)CN(C)C)[C@H]2CO)cc1 | 1 | -2 | 44 | 8 | 1 | -1 | 0.1
Cc1ccc(S(=O)(=O)NCC(=O)NCC(=O)OCC(=O)N2CC(=O)Nc3ccccc32)cc1C | -1 | -3 | . | 1 | . | 0 | -1.1
Cc1cccc(NC(=O)CNC(=O)CN2C(=O)NC3(CCCCC3C)C2=O)c1C (centres undefined) | -2 | -4 | 15 | -3 | 2 | -1 | .
Cc1[nH]c(=S)c(C#N)c(-c2ccccc2)c1C(=O)Nc1ccccc1 | -3 | 1 | . | 3 | . | -1 | .
COc1ccc2c3c([nH]c2c1)[C@H](CO)N(C(=O)c1ccc(F)cc1)CC31CCN(C(=O)Nc2ccc(F)cc2)CC1 | 3 | 5 | . | -1 | . | 1 | 0.8
CCOC(=O)N1CCN(C(=O)c2ccc3c(c2)N(Cc2ccccc2)CCS3)CC1 | -25 | -4 | -3 | -6 | -1 | 11 | -0.1
O=C(NCC[C@@H]1CC[C@@H](NC(=O)C2CCCCC2)[C@@H](CO)O1)c1cc(Cl)cc(Cl)c1 | 6 | 0 | 1 | ? | -1 | 0 | -0.4
O=C1c2ccc3c4c(ccc(c24)C(=O)N1c1ccc(O)cc1)C(=O)N(c1ccc(O)cc1)C3=O | -1 | -6 | . | 0 | . | -2 | .
CC(C)NC(=O)N(C)C[C@H]1Oc2ccc(NC(=O)CCCCCC(=O)Nc3ccccc3N)cc2CC(=O)N([C@@H](C)CO)C[C@@H]1C | 2 | -1 | -23 | -7 | 2 | -6 | 1.5
NC(=O)Cc1ccc(C(=O)c2ccc(Cl)cc2)s1 | 0 | -3 | 0 | 5 | -3 | -5 | .
Cc1ccc(Cn2c(N)nc3ccccc32)cc1 | -11 | 0 | 9 | -4 | 2 | 6 | .
COCC#Cc1ccc2c(c1)O[C@@H](CN(C)Cc1cncnc1)[C@@H](C)CN([C@@H](C)CO)S2(=O)=O | 1 | -3 | . | 24 | 2 | -6 | 0.1
C[C@H](CO)N1C[C@H](C)[C@@H](CN(C)C(=O)c2cccc(F)c2)Oc2ncc(-c3cncnc3)cc2C1=O | -8 | -6 | -12 | 3 | 1 | -7 | 0.3
COc1cccc(N2CCN(C(=O)c3cc4c(s3)CCCCC4)CC2)c1 | -2 | -3 | 7 | -2 | -3 | 6 | -0.5
C[C@H](O)C#Cc1cnc2c(c1)C(=O)N([C@@H](C)CO)C[C@H](C)[C@@H](CN(C)Cc1ccccn1)O2 | -9 | -3 | 4 | 0 | 1 | 0 | 0.3
CO/N=C(\C(=O)N[C@@H]1C(=O)N2C(C(=O)O)=C(COC(C)=O)CS[C@H]12)c1csc(N)n1 (stereo in doubt) | 2&-7&-1 | 22*! | 3&0&1 | ? | -5&0&-2 | -7&4&-1 | -2.0&-1.7&-0.2
CN(Cc1ccco1)C(=O)Cn1c(=O)oc2cc(S(=O)(=O)NCc3ccccc3)ccc21 | -3 | 2 | 5 | 11 | 1 | -2 | 0.1
Cc1cc(C(=O)N[C@H](c2ccccc2)[C@@]2(C)C[C@@H]2[C@@H](C)C(=O)Nc2ccc3ccccc3c2)no1 | -4 | . | -28 | ? | -1 | 7 | 23
CCCCNC(=S)N1CCN(c2ccc(C(C)=O)cc2)CC1 | 34 | -6 | . | 10 | . | 0 | 2.2
COc1ccc(S(=O)(=O)N2CCOCC2)cc1NC(=O)COC(=O)CCOc1ccc(C)cc1 | -5 | 0 | -5 | 0 | -1 | 1 | -0.3
Cc1ccc(S(=O)(=O)N(C)C[C@@H]2Oc3ccc(NC(=O)CCC(F)(F)F)cc3C(=O)N([C@H](C)CO)C[C@@H]2C)cc1 | 3 | 12 | -30 | 47* | 2 | -3 | 0.1
O=C(Nc1ccc(SC(F)F)cc1)c1ccc(F)cc1 | 4 | -2 | . | 2 | . | 4 | -0.1
